Rpn11 block: blocks the human proteasome subunit Rpn11. O00487. human 26S proteasome, Ub4-pepOG fluorescence polarization; 20S core pre-blocked with epoxomicin. calls only at 20 µM. 360,000 compounds, 0.59% hits. AID 588493;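 active means inhibition at 20 µM, scaled to each plate's controls, above about 33%, limit read from the data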
NadD inh: NadD (S. aureus) enzyme inhibition; purified NadD enzyme, colorimetric absorbance read-out; inhibition, % at 20 µM; 360,000 compounds, 0.78% hits; in the data active means inhibition above about 26%; further: some compounds past the cut are filed as inactive
CendR NRP1 mod: NRP-1/CendR interaction modulation; 360,000 compounds, 0.85% hits; inhibition, % at 25 µM; FAM-RPARPAR peptide binding to NRP-1, fluorescence polarization; AID 602438;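 active means inhibition or corrected inhibition above about 18%, plus a signal ratio from 0.5 to 1.5, limit read from the data, passing the limit was not always enough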; further: strong numbers were not always called active
Target sequence (O14786 whole entry, looked up): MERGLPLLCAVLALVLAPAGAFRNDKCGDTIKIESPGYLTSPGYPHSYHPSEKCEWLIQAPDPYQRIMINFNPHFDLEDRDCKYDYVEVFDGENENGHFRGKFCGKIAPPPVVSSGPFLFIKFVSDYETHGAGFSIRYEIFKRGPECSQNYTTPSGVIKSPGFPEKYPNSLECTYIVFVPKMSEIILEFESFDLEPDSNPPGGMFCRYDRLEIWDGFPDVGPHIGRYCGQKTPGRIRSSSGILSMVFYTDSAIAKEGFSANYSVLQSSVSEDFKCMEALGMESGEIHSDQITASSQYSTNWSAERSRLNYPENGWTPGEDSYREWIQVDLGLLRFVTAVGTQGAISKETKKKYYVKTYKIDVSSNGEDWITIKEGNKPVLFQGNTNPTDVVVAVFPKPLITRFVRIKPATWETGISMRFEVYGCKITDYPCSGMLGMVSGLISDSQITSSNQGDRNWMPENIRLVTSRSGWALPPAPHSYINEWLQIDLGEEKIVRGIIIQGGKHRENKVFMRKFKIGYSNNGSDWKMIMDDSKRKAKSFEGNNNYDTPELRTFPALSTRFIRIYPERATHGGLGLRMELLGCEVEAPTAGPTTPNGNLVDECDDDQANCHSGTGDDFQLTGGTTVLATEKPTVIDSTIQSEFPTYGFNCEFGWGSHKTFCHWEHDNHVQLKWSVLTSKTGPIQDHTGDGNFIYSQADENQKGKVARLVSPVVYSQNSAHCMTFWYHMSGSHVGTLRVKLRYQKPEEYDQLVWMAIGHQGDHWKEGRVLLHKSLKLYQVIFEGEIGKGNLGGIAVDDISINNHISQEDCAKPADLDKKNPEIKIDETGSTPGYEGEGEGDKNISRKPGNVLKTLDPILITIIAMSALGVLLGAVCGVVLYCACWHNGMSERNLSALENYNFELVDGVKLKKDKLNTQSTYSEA
Scp1 inh: inhibitors of human Scp-1 phosphatase; Q9GZU7; Recombinant Scp1, phosphopeptide, malachite green phosphate absorbance; inhibition, % at 20 µM; 340,000 compounds, 0.88% hits;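 active means inhibition above about 50% at 20 µM, limit read from the data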;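 further: plate controls were DMSO wells with enzyme for no effect and wells lacking enzyme for full effect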
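Material – SCP-1 phosphatase catalytic domain, residues 76-261 · Buffer or medium – Acidic Tris acetate buffer with magnesium and detergent · Also added – Phospho 17-mer peptide substrate · Compound – single 20 µM dose, 1% DMSO · Times – 45 min room-temperature reaction, 5 min colour, 30 min stabiliser · Technique – Phosphate-binding colour reagent, absorbance read at 630 nm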
LMPTP block: LMPTP (human) inhibition | P24666 | recombinant LMPTP-A, OMFP fluorogenic substrate, fluorescence intensity | inhibition, % at 20 µM | 360,000 compounds, 0.22% hits | AID 651560;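 active means compounds that cut the enzyme signal by at least half of the control window in the single-dose screen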;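 further: plate controls were DMSO wells with enzyme plus substrate for no effect and substrate without enzyme for full effect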
Target sequence (P24666 whole entry, looked up): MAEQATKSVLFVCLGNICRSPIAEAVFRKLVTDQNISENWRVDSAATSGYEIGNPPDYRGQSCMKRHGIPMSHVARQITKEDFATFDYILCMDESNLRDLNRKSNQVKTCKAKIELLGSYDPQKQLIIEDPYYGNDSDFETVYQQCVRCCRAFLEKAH
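test system = LMPTP-A | amount = 0.625 nM LMPTP-A final | reagent = fluorogenic phosphatase substrate OMFP at 400 µM final | incubation = 50 min at room temperature | benchmarks = no-enzyme low control, uninhibited high control | medium = Bis-Tris pH 6.0, DTT, detergent | signal = fluorescence intensity of OMFP turnover product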
MT1-MMP act inh: inhibitors of human MT1-MMP activation. GFP/RFP ratio change, % at 20 µM. AID 651647. 360,000 compounds, 0.061% hits. HT1080 RFP-PRO-GFP cells, GFP/RFP ratio fluorescence, overnight; percent of plate control window, DMSO zero;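 active means GFP/RFP ratio change of at least 30% with cell ATP level not reduced by more than half and red fluorescence within 50% of control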; further: strong numbers were not always called active
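Test system: HT1080 cells expressing an RFP-PRO-GFP fluorescent reporter construct / Compound dosing: single-point 20 µM compound, 1% DMSO / Schedule: cells overnight before dosing, compound overnight, 37 °C, 5% CO2 / Evaluation: GFP/RFP fluorescence ratio / Control set: DMSO and RFP-L50D-GFP cell wells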
DNMT1 block: blocks human DNA methyltransferase DNMT1. P26358. inhibition (reported as % activation of signal), % at 10 µM. 360,000 compounds, 0.83% hits. DNMT1 molecular beacon, Hinp1I cleavage, fluorescence; in the data active means inhibition above about 50%
STEP inh: STEP (human) phosphatase inhibition. inhibition, % at 20 µM. 360,000 compounds, 0.25% hits. recombinant STEP, OMFP fluorogenic substrate, fluorescence. P54829;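 active means inhibition at 20 µM, scaled per plate between control wells, above about 37%, limit read from the data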;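 further: 0% = DMSO with enzyme and substrate and 100% = substrate only without enzyme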
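Assay system: isolated STEP enzyme / Timing: 20 min at room temperature, dark / Doses: 20 µM, 1% DMSO / Technique: fluorescence intensity, excitation 480 nm, emission 540 nm / Reagent: fluorogenic phosphatase substrate OMFP at 25 µM final / Measure: percent inhibition scaled to no-enzyme and uninhibited-enzyme controls, plate-pattern corrected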
SUMO1-SIM PPI: SUMO1-SIM interaction modulation; P63165; SUMO1 binding to a labelled peptide, TR-FRET, 1 h; inhibition, % at 20 µM; 360,000 compounds, 0.33% hits; in the data active means inhibition above about 37%
SKN-1 inh: blocks SKN-1 activity in C. elegans. C. elegans VP596 Pgst-4::GFP/RFP ratio, acrylamide-induced, 24 h. inhibition, % at 21.8 µM. 360,000 compounds, 0.49% hits;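 active means interference check ratio from 0.5 to 1.5 plus GFP to RFP signal ratio inhibition reaching or exceeding a fixed threshold, cut at about 30% in these data, passing the limit was not always enough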; further: some compounds called inactive have numbers as strong as hits
Numbers without * were called inactive; i = inactive; · = not tested or not shown.

1) O=C(NCc1cccnc1)Nc1cccc(Cl)c1Cl
2) COc1c(O)ccc(/C=N\NC(=O)c2ccc3c(c2)OCO3)c1[N+](=O)[O-]
3) CC(C)=CCC[C@](C)(O)C1CC[C@]2(C)C1C(O)CC1[C@@]3(C)CCC(O)C(C)(C)C3C(O[C@@H]3OC(CO)C(O)C(O)C3O[C@@H]3OC(C)C(O)C(O)C3O)C[C@]12C (stereo not given in full)
4) COC(=O)Cn1ccc2cc(S(=O)(=O)N3CCCCCC3)ccc21
5) C#CCOCCOCCOCCNc1nc(N2CCN(C(=O)Cn3cc(CCCN=C(N)N)nn3)CC2)nc(N2CCN(C(=O)[C@H](CCCCN)n3cc(CCCC)nn3)CC2)n1
6) COc1ccc2c(c1)OC[C@H]1[C@H]2N2C(=O)c3cc(C)ccc3NC(=O)[C@@]2(C)[C@H]1c1ccccc1
assay / compound	1	2	3	4	5	6
Rpn11 block	i	i	i	i	i	i
NadD inh	-4	0	2	0	-1	6
CendR NRP1 mod	-1	12	7	-2	5	3
Scp1 inh	-7	-6	32	-5	14	-8
LMPTP block	-0.7	-1.9	0.8	0.6	14	2.1
MT1-MMP act inh	2	0	6	0	5	-15
DNMT1 block	4	-1	7	-3	-7	-7
STEP inh	2	0	1	0	-4	1
SUMO1-SIM PPI	1	-15	6	0	-42	-1
SKN-1 inh	-5	7	14	-9	-7	-2

7) CCN1CCN(c2ccc(S(=O)(=O)N3CCCCC3)cc2NC(=O)c2cccc(F)c2)CC1
8) COc1c(O)c(O)c2oc(-c3ccccc3)cc(=O)c2c1OC
9) Cc1ccc(NC(=O)c2ccc(OC(=O)COc3cccc(Cl)c3)cc2)cc1
10) COC(=O)CCC(C(=O)CN1C(=O)c2ccccc2C1=O)N1C(=O)c2ccccc2C1=O (stereo not given)
11) CCc1nc(NCc2ccco2)c2oc3ccccc3c2n1
12) CCOc1ccc(S(=O)(=O)NCC(=O)N(C)Cc2cccnc2)cc1
assay / compound	7	8	9	10	11	12
Rpn11 block	i	i	i	i	i	i
NadD inh	-2	-1	2	-6	-4	2
CendR NRP1 mod	13	-10	-12	14	-4	0
Scp1 inh	-6	-15	-7	-5	-1	-2
LMPTP block	-9.7	6.7	1.9	-1.6	1.8	-1.1
MT1-MMP act inh	1	-1	3	2	0	4
DNMT1 block	-2	-3	0	2	1	2
STEP inh	-3	0	1	1	4	-6
SUMO1-SIM PPI	-31	5	-1	-20	3	-2
SKN-1 inh	-9	5	-14	-12	13	2

13) CCN1/C(=C2\C(=O)N(C)C(=S)N2C)C=Cc2cc(OC)ccc21
14) CC1(C(=O)NCc2cccs2)CCN1C(=O)Cc1ccc(Cl)cc1Cl (stereo not given)
15) CCc1cccc(C)c1N1C(=O)CN(Cc2ccccc2)C1=S
16) CCOc1ccc(CSC2=NCCN2)cc1Cl
17) COc1ccc(C(=O)Nc2nc3c(s2)CCCC3)cc1S(=O)(=O)N1CCCc2ccccc21
18) CS(=O)(=O)c1ccc(-n2nnc3ccccc32)c([N+](=O)[O-])c1
assay / compound	13	14	15	16	17	18
Rpn11 block	i	i	i	i	i	i
NadD inh	-2	-3	-11	-5	27	3
CendR NRP1 mod	10	-4	-1	2	-5	1
Scp1 inh	-7	·	-22	-5	6	-1
LMPTP block	-1.5	-1.2	2.5	-8.6	2.8	0.4
MT1-MMP act inh	2	-3	-7	8	-5	-2
DNMT1 block	0	6	1	-1	-14	-3
STEP inh	0	0	-2	1	2	1
SUMO1-SIM PPI	-27	3	-3	1	-2	-44
SKN-1 inh	15	12	14	4	-2	7

19) O=C(Cc1cccs1)N/N=C/C=C/c1ccco1
20) Cc1ccc(NC(=O)c2cccc3c2C(=O)N(C2CCCCC2)C3)c(Cl)c1
21) COc1ccc(NS(=O)(=O)c2cccc(C(=O)NCC(c3cccs3)N3CCOCC3)c2)cc1 (stereo not given)
22) Cc1ccc(CN(C)C(=O)C2CCC(=O)N(CCc3ccccc3)C2)o1 (stereo not given)
23) CNc1cc(NS(=O)(=O)c2ccc(N)cc2)nc(NC)n1
24) O=C(NNC(=O)c1cccnc1SCc1cccc([N+](=O)[O-])c1)c1ccccn1
assay / compound	19	20	21	22	23	24
Rpn11 block	i	i	i	i	i	i
NadD inh	7	1	0	3	-6	4
CendR NRP1 mod	-22	0	8	5	4	12
Scp1 inh	46	-17	0	3	1	-2
LMPTP block	12	4.7	-0.4	-0.7	0.3	-0.7
MT1-MMP act inh	1	-5	5	-7	-2	13
DNMT1 block	66*	-5	6	-3	-6	1
STEP inh	1	2	0	0	0	2
SUMO1-SIM PPI	11	8	15	1	0	-15
SKN-1 inh	2	11	2	9	-5	8

With a hit mark in DNMT1 block, of those listed so far:
19) O=C(Cc1cccs1)N/N=C/C=C/c1ccco1
assay / compound	19
Rpn11 block	i
NadD inh	7
CendR NRP1 mod	-22
Scp1 inh	46
LMPTP block	12
MT1-MMP act inh	1
DNMT1 block	66*
STEP inh	1
SUMO1-SIM PPI	11
SKN-1 inh	2

Later entries.
25) COC(/C=C/Nc1ccc(Cl)cc1)=C(C#N)C#N
26) CCCc1nc2ccccc2n1CCc1ccccc1
27) CCN(CC)c1ccc(C(=O)NNC(=O)CNC(=O)c2cccs2)cc1
28) O=C(CSCc1cccc(Br)c1)N1CCOCC1
29) O=C(Cc1ccc([N+](=O)[O-])cc1)Nc1ccon1
30) COc1ccc(CNC(=O)c2cc3ccccc3oc2=O)cc1
assay / compound	25	26	27	28	29	30
Rpn11 block	i	i	i	i	i	i
NadD inh	8	-4	-3	-5	2	-3
CendR NRP1 mod	14	-9	-6	-11	12	-8
Scp1 inh	-9	-6	1	-4	-5	3
LMPTP block	-0.8	3.8	-0.6	-0.8	1.9	-0.6
MT1-MMP act inh	0	-1	10	2	-1	-3
DNMT1 block	0	0	0	4	16	0
STEP inh	-1	0	-2	0	0	1
SUMO1-SIM PPI	3	3	2	2	-6	-24
SKN-1 inh	3	21	3	0	-14	0

31) CN(CC(=O)N1CCCCCC1)S(=O)(=O)c1cccc2cccnc12
32) CC(CN1C(C)CCCC1C)OC(=O)c1ccc(F)cc1 (stereo not given)
33) CCN1CCCC1CNC(=O)CS(=O)(=O)Cc1nc(-c2ccccc2C)oc1C (stereo not given)
34) Cc1cnc(C(=O)NC2CC(C)(C)Cc3c2cnn3-c2ccccc2)cn1 (stereo not given)
35) CCn1nc(C)c(CN2CCC(C(=O)Nc3cccc(-c4cccc(Cl)c4)c3)CC2)c1C
36) COc1ccc(CCc2ccnc3ccccc23)cc1
assay / compound	31	32	33	34	35	36
Rpn11 block	i	i	i	i	i	i
NadD inh	2	-5	0	4	-3	0
CendR NRP1 mod	0	8	1	15	5	-4
Scp1 inh	0	-3	-17	-8	0	-10
LMPTP block	-1.4	-2.5	-2.2	0.1	1.3	12
MT1-MMP act inh	-3	-1	-5	2	-1	-8
DNMT1 block	3	-1	-3	1	-8	-2
STEP inh	2	-3	2	-1	0	2
SUMO1-SIM PPI	6	-3	0	10	-22	8
SKN-1 inh	2	-18	-2	31	-3	10

37) COc1ccccc1NC(=O)COc1ccc(Br)cc1CO
38) CCCCCCN1C[C@@H](n2cc(C3CC3)nn2)[C@H](O)C[C@@H]1c1ccccc1
39) NC(=O)C1(N2CCCCC2)CCN(C(=O)c2cc(COc3c(F)cccc3F)on2)CC1
40) Cc1ccc(S(=O)(=O)N2CCCCC2C(=O)Nc2ccc(N(C)C)cc2)cc1 (stereo not given)
41) CC(C)N(C(=O)CSc1nc2ccccc2n1Cc1ccccc1)C(C)C
42) CC(OC(=O)CCSc1ccccc1)C(=O)Nc1ccc(S(N)(=O)=O)cc1 (stereo not given)
assay / compound	37	38	39	40	41	42
Rpn11 block	i	i	i	i	i	i
NadD inh	5	2	0	4	0	-1
CendR NRP1 mod	11	-5	-5	0	-2	5
Scp1 inh	-1	·	·	-10	-4	-3
LMPTP block	-1.5	-1.3	-2.5	0.7	1.4	-0.6
MT1-MMP act inh	0	1	0	5	-4	3
DNMT1 block	11	6	0	-11	-2	-1
STEP inh	17	1	0	0	-5	-1
SUMO1-SIM PPI	2	10	5	2	0	1
SKN-1 inh	8	-4	26	7	9	-13

Entries of single compounds, looked up by structure. Order of values: Rpn11 block	NadD inh	CendR NRP1 mod	Scp1 inh	LMPTP block	MT1-MMP act inh	DNMT1 block	STEP inh	SUMO1-SIM PPI	SKN-1 inh
Results for `O=C(NCc1cccnc1)Nc1cccc(Cl)c1Cl` = i	-4	-1	-7	-0.7	2	4	2	1	-5
Results for `Cc1ccc(NC(=O)c2cccc3c2C(=O)N(C2CCCCC2)C3)c(Cl)c1` = i	1	0	-17	4.7	-5	-5	2	8	11
Results for `CCCCCCN1C[C@@H](n2cc(C3CC3)nn2)[C@H](O)C[C@@H]1c1ccccc1` = i	2	-5	·	-1.3	1	6	1	10	-4

Next entries.
43) CCOC(=O)c1c(C)[nH]c(C)c1S(=O)(=O)N(C)CC(=O)Nc1cc(C)ccc1OC
44) CCOCCCn1c(=O)c(NC(=O)c2ccc(OCC)cc2)c2n(c1=S)CCCCC2
45) CCCCOc1ccc(C(=O)NCC(=O)NCc2ccccn2)cc1
46) C[C@H](NC(=O)C[C@@H]1C=C[C@@H](NC(=O)CN2CCOCC2)[C@@H](CO)O1)c1ccccc1
47) O=C(COC(=O)C1CCN(S(=O)(=O)c2ccccc2)CC1)NCCc1ccccc1
48) CSc1ccccc1C(=O)NC1CCCN(c2ccc(C(F)(F)F)cn2)C1 (stereo not given)
49) COC(=O)[C@@]12CCCCN1[C@H](c1ccc(-c3ccc(Cl)c(Cl)c3)c(OC)c1)[C@@H]1C(=O)N(C)C(=O)[C@@H]12
50) Cc1ccccc1-n1c(=O)/c(=C\c2ccco2)s/c1=C(/C#N)C(=O)Nc1ccccc1
51) COc1ccccc1CN(C)C(=O)c1cccc(S(=O)(=O)N2CCN(Cc3ccccc3)CC2)c1
assay / compound	43	44	45	46	47	48	49	50	51
Rpn11 block	i	i	i	·	i	i	i	i	i
NadD inh	4	-7	-5	·	-1	0	8	22	-3
CendR NRP1 mod	9	3	-12	-2	14	11	13	-26	-3
Scp1 inh	-7	10	-1	·	-14	-5	-17	3	1
LMPTP block	-1.2	-2.1	0.8	-2.2	-2.1	1.2	-2.6	2.3	-0.6
MT1-MMP act inh	0	1	0	-4	6	2	-3	27	3
DNMT1 block	-6	-1	1	·	3	3	-23	-8	0
STEP inh	-2	-2	0	·	0	-4	-2	2	4
SUMO1-SIM PPI	6	-3	8	3	2	1	-3	-5	-2
SKN-1 inh	-11	-26	14	-9	1	0	6	10	4

Screens: PubChem BioAssay, Sanford-Burnham Center for Chemical Genomics
